D3 antag: antagonists of human D3 dopamine receptor; P35462; 360,000 compounds, 2.5% hits; D3R cells, DiscoveRx beta-arrestin luminescence, antagonist mode; active compounds read low; max response, negative = inhibition, %; AID 652054; in the data active = max response below about -50%; inconclusive = no clear call, values can overlap the other calls; also: % is scaled to controls: 0 for no effect and ±100 for the full control effect; mostly tested at two doses, the higher about 12 µM
Target sequence (P35462 whole entry, looked up): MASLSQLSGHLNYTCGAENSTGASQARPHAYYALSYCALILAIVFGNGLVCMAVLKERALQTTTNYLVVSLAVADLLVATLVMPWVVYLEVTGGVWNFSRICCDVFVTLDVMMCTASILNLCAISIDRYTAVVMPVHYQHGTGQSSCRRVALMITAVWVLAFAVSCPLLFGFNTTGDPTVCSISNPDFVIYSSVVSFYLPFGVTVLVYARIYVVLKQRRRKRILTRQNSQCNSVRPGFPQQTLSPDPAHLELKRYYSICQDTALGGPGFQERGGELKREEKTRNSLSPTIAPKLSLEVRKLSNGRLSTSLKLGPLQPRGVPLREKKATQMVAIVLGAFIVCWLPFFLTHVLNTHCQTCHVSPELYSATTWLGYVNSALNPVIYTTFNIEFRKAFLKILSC
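Cells plated overnight at 1500 cells/well, then exposed to library compounds with dopamine controls for 90 minutes at 37 degrees C. DiscoveRx reagent added for 30–60 minutes at room temperature; luminescence read, quantitative HTS format.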
GLP1R ag: activates the human GLP-1 receptor | Potency, µM (series often up to 45.6 µM), for inactives: at the highest dose activation, usual class: activators | HEK293 GLP-1R CRE-luciferase, luminescence, 4-6 h; cells express a hypersensitive GLP-1R form | 380,000 compounds, 0.007% hits | P43220; also: potency is read from the fitted curve at half-maximal effect; % of control where 0% means no effect
Target sequence (P43220 whole entry, looked up): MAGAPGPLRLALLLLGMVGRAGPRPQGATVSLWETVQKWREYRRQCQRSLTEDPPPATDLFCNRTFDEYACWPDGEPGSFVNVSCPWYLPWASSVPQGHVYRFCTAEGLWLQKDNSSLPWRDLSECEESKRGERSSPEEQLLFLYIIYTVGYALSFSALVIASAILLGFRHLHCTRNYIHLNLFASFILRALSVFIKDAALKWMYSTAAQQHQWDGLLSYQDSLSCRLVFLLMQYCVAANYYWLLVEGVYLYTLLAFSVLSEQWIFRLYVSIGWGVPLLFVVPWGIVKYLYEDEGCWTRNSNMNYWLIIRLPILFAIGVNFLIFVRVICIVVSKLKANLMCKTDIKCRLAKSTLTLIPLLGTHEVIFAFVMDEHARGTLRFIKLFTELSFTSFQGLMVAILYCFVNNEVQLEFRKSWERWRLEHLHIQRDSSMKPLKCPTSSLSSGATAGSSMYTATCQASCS
IL-1B inflam inh: inflammasome signaling inhibition, IL-1 beta readout. activity change, % at 57.5 µM. THP-1 LPS/ATP IL-1B secretion, AlphaLISA, 16 h; active compounds read low. 360,000 compounds, 4.7% hits; in the data active = activity change below about -50%; inconclusive = mostly about -30% to -49%; also: % is scaled to controls: 0 for no effect and ±100 for the full control effect
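THP-1 cells pretreated 1 hr with compounds (up to 57.5 uM final), then stimulated with LPS (250 ng/mL final) plus ATP (1.25 mM final); secreted IL-1B measured by AlphaLISA after 16 hr, decreased signal indicating inhibition.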
HT1080 IDH1KD tx: kills HT-1080 cells with IDH1 knockdown; HT-1080 IDH1 knockdown viability, ATP luminescence, 48 h; 360,000 compounds, 2% hits; Potency, µM (titrated, usually from 46.1 µM), for inactives: top-dose activity, negative = toxicity, most hits filed as cytotoxic;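 also: potency is read from the fitted curve at half-maximal effect; 0% = DMSO wells and -100% = cell-free medium wells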
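IDH1KD HT-1080 cells, 750/well, RPMI + 5% FBS; compound pinned after 2 h settling; 48 h, 37 °C; CellTiter-Glo luminescence; % activity normalised to DMSO and no-cell wells; curves fitted, classed by r2 and efficacy.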
HT1080-NT tox: kills 2HG-producing HT-1080-NT fibrosarcoma cells | Potency, µM (series often up to 46.1 µM), for the others: top-dose activity, negative = less viability, actives largely listed as cytotoxic | AID 686970 | 360,000 compounds, 1.6% hits | HT-1080-NT fibrosarcoma viability, CellTiter-Glo ATP luminescence, 48 h;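 also: NT is the 2HG producing partner of a matched IDH1 knockdown line; potency is read from the fitted curve at half-maximal effect; 0% = DMSO-treated cells and -100% = media-only wells without cells; nearly all actives have a fitted effect of over 55% in size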
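Compounds were tested in concentration-response format on HT-1080-NT cells for 48 hours at 37 degrees C. Cell viability came from CellTiter-Glo luminescence; curves were classified by r2, response magnitude and activity.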
DRD3 agonist: activates the human D3 dopamine receptor. 410,000 compounds, 0.58% hits. max activation, %. AID 652048. D3R DiscoveRx beta-arrestin cells, luminescence, 90 min. P35462; in the data active = max activation above about 30%; also: 0% is about no effect; mostly tested at two doses, the higher about 12 µM
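Cells at 1500/well, incubated overnight, then treated with pinned compounds (dopamine as control) for 90 min at 37 degrees C. DiscoveRx reagent added for 30 - 60 minutes at room temperature; luminescence read.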
KB-V1 MDR tox: kills drug-selected multidrug resistant KB-V1 cells. AID 1347076. Potency, µM (highest dose often 46.1 µM), without a hit: at the top dose activity change, negative = cytotoxicity, hits mostly cytotoxic. KB-V1 MDR cells viability, CellTiter-Glo, 72 h. 400,000 compounds, 3.4% hits; also: potency is read from the fitted curve at half-maximal effect; % is scaled to controls: 0 for no effect and ±100 for the full control effect; nearly all actives have a fitted effect of over 60% in size
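Drug-selected KB-V1 cells, grown in DMEM lacking phenol red with 10% FBS, receive compound titrations; after three days at 37 degrees C, surviving cell ATP is quantified by CellTiter-Glo luminescence and responses normalized and curve-fitted.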
SW480 rerep: DNA re-replication induction in SW480 cells; SW480 DNA re-replication, Hoechst DNA content imaging, 48 h; Potency, µM (top dose mostly 46.1 µM), for inactives: at the highest dose re-replication activation, usual class: activators; 340,000 compounds, 1.8% hits; also: potency is read from the fitted curve at half-maximal effect; % of control where 0% means no effect; nearly all actives have a fitted effect of over 55% in size
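Treated cells incubate 48 hr (37 C, 5% CO2), are stained 40 min with Hoechst, and nuclear fluorescence is enumerated; a rise in nuclei with high DNA signal marks re-replication.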
KB-3-1 cytotox: kills parental KB-3-1 adenocarcinoma cells | KB-3-1 viability, CellTiter-Glo ATP luminescence, 72 h | Potency, µM (titrated, usually from 46.1 µM), for inactives: at the highest dose activity change, negative = cytotoxic, usual class: cytotoxic | 400,000 compounds, 1.4% hits | AID 1347075; also: potency is read from the fitted curve at half-maximal effect; % is scaled to controls: 0 for no effect and ±100 for the full control effect; nearly all actives have a fitted effect of over 60% in size
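Here the drug-naive KB-3-1 line serves as comparator for MDR sub-line selectivity; cells received compound titrations, 72 h at 37 °C, then CellTiter-Glo readout.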
An asterisk follows results filed as active; i = inactive; ? = inconclusive; · = not tested or not shown; [ ] = dose if it differs, or a comment. Unless noted, calls follow the shape of the dose curve; as a rule, active = well fitted curve in the direction sought with a large enough effect; inconclusive = small, poorly fitted or top-dose-only effect, or another doubt; inactive = no such curve, though single readings can be large; an effect the other way counts as inactive or inconclusive.

SMILES	D3 antag	GLP1R ag	IL-1B inflam inh	HT1080 IDH1KD tx	HT1080-NT tox	DRD3 agonist	KB-V1 MDR tox	SW480 rerep	KB-3-1 cytotox
CCOC(=O)CCCCCC(=O)Nc1ccc2c(c1)CC(=O)N([C@H](C)CO)C[C@@H](C)[C@H](CN(C)Cc1ccc3c(c1)OCO3)O2	0	6%	7	6%	3%	2	0%	1%	0%
O=C1CCCN1CCCNc1ccc2nnc(CCC(=O)N3CCN(c4ccc(F)cc4)CC3)n2n1	-7	-3%	?	15%	-2%	-11	6%	-6%	-14%
S=C(c1ccc(-c2cc(Cl)ccc2Cl)o1)N1CCCCC1	5	14%	0	2%	3%	-5	?	·	-15%
Cc1ccnc(NS(=O)(=O)c2ccc(Cl)nc2)c1	-2	0%	-8	8%	23%	9	3%	?	6%
CCN(CC)S(=O)(=O)c1ccc(N2CCCC2)c(NC(=O)Cc2c(F)cccc2Cl)c1	-25	8%	6	-4%	1%	-13	-10%	?	-6%
Fc1ccc(-c2cnn3c(-c4cccs4)ccnc23)cc1	1	-2%	7	0%	0%	0	?	?	?
O=C(Nc1ccc(Cl)cc1C(=O)Nc1ccncc1)c1ccco1	30	8%	-28	?	?	0	?	1%	-30%
CCOC(=O)C1=C(CC)OC(N)=C(C#N)C1c1cccs1 (stereo not drawn)	8	0%	-12	22µM*	?	1	15%	-1%	-9%
CCN1CCN(C(=O)c2ccc(-c3nc4ccccc4s3)s2)CC1	-17	20%	0	-10%	-1%	-1	0%	-16%	4%
CC1(CC(=O)N/N=C/c2ccc(OCc3ccc(Cl)cc3Cl)cc2)OCCCO1	36	5%	-14	?	-18%	5	5%	-14%	0%
O=C(COc1ccccc1)N/N=C/c1ccc2c(c1)OCO2	2	8%	-21	?	-25%	-6	-6%	?	-4%
Cc1ccc(N2CC(C(=O)Nc3ccccc3C(=O)N3CCOCC3)CC2=O)cc1 (stereo not drawn)	4	-2%	15	7%	9%	-8	0%	4%	18%
O=C(Nc1ccccc1Cl)N1CCN(c2ccccn2)CC1	25	-7%	-22	-6%	9%	8	16µM*	-18%	?
CCC1CCC(C(=O)NC(CCSC)C(=O)NCCc2ccc(S(N)(=O)=O)cc2)CC1 (stereo not drawn)	1	-3%	-13	-1%	3%	2	?	-11%	15%
O=C(COc1ccccc1)N=C1SC2CS(=O)(=O)CC2N1CCc1ccccc1 (stereo not drawn)	0	2%	-13	-7%	-10%	3	2%	-9%	10%
C=CCOc1ccccc1CNc1ccccc1C	1	3%	4	8%	6%	-3	8%	8.2µM*	0%
O=C(Nn1cnnc1)c1cc(-c2ccccn2)nc2ccccc12	37	-15%	45	0%	-8%	2	10%	1%[9.22 µM]	6%
CCCCCn1c(CNC(=O)CC)nc2ccccc21	-11	-4%	23	-9%	-1%	-5	7%	-1%	8%
O=C(CCN1N=C(c2ccccc2)CCC1=O)NCC1COc2ccccc2O1 (stereo not drawn)	16	-2%	0	3%	0%	4	-1%	-9%	11%
CC(=O)c1cccc(NC(=O)N2CCCC2C(=O)NC2CCCCC2)c1 (stereo not drawn)	?	-5%	8	7%	10%	-1	15%	8%	2%
C1COCCNCCOCCOCCN1	-92*	-3%	?	2%	14%	1	11%	-1%[9.22 µM]	19%
COc1cc2c(cc1O)C(CSC)Cc1cc3c(cc1N(C)CC2)OCO3 (stereo not drawn)	19	-4%	-5	-25%	-4%	4	?	·	?
C[C@H](CO)N1C[C@H](C)[C@@H](CN(C)C)Oc2c(NC(=O)CCC(F)(F)F)cccc2C1=O	2	12%	7	12%	9%	-8	6%	-14%[9.22 µM]	-1%
COCCCNC(=O)C1CC(=O)OC1c1ccc(OC)c(OC)c1 (stereo not drawn)	14	-6%	49	13%	16%	1	13%	-5%	6%
CC(=O)Nc1ccc(NC(=O)C2CC(=O)N(c3cccc(Cl)c3)C2)cc1 (stereo not drawn)	-3	-1%	23	2%	11%	2	30%	1%	3%
S=C(Nc1ccccc1)Nc1ccc2ccccc2c1	-22	15%	-12	-2%	-13%	-10	-2%	0%	-13%
COCCOC(=O)C1=C(C)NC2=C(C(=O)CC(C)(C)C2)C1c1ccc2c(c1)OCO2 (stereo not drawn)	-8	0%	-9	2%	4%	13	-5%	-18%	12%
CCc1ccc(C(=O)N2CCCC2)s1	-12	-9%	36	-5%	-3%[9.24 µM]	-17	11%	-1%	2%
CC(=O)N/C(=C\c1ccc2c(c1)OCO2)C(=O)NC(C(=O)O)c1ccccc1 (stereo not drawn)	10	5%	24	5%	15%	1	-9%	2%	12%
CC(C)(C)NC(=O)c1ccc2c(c1)CCO2	-5	-4%	4	4%	5%	5	1%	-14%	1%
N#CC1=C(N)OC2=C(C(=O)CCC2)C1c1cccs1 (stereo not drawn)	-6	-2%	-20	15%	16%	-1	15%	5%	6%
COc1cccc(CC2(CO)CCN(Cc3cccn3-c3cccnc3)CC2)c1	-16	5%	10	5%	10%	-3	0%	-5%	-7%
CCOc1ccccc1NS(=O)(=O)c1c[nH]c(C(=O)OC)c1	3	0%	6	-4%	-3%	-4	-1%	?	-29%
Cc1ccccc1Cn1c(=O)n(Cc2ccco2)c(=O)c2sc3ccccc3c21	·	1%	·	·	·	6	14%	·	6%
COCCNc1ncnc2c1[nH]c1ccccc12	2	11%	19	-4%	-11%	1	0%	-16%	-20%
CN(C(=O)c1ccc(OC2CCN(S(=O)(=O)N(C)C)CC2)cc1)C1CCCCC1	2	0%	18	6%	-1%	0	0%	-1%	-7%
CCc1cc(=O)oc2cc(C)cc(O)c12	25	3%	8	3%	0%	3	3%	12%	-1%
CC1CCCN(S(=O)(=O)c2ccc(Cl)s2)C1 (stereo not drawn)	-8	11%	-6	2%	3%	-4	13%	1%	13%
CCOC(=O)Cn1cnc2scc(-c3ccc(C)c(C)c3)c2c1=O	2	1%	-9	-29%	-20%	-3	-19%	2%	?
N#CC(c1nc2ccccc2nc1N1CCCC1)S(=O)(=O)c1ccccc1 (stereo not drawn)	6	-2%	12	13%	5%	8	21µM*	-4%	?
COc1cc(CNC(=O)OC2CC3CC2[C@H]2CCCCN2C3=O)cc(OC)c1 (stereo partly drawn)	-4	-5%	0	12%	16%	4	-5%	·	13%
CCN(Cc1ccccc1)S(=O)(=O)c1ccc(S(=O)(=O)N2CCN(C)CC2)cc1	-11	-8%	-3	5%	-1%	-12	-7%	-1%	-7%
O=C(C1=C[C@H](c2ccccc2)C[C@H](OCCCCO)O1)N1CCOCC1	-4	-4%	-15	3%	-7%	-4	15%	?	0%
O=C(Cc1ccc(Cl)cc1)NCC(=O)N1CCN(Cc2ccccc2)CC1	-17	1%	i	-19%	-10%	-3	?	-6%	?
COc1ccc(NC(=O)C(=O)N/N=C(\C)CC(=O)Nc2ccccn2)c(OC)c1	14	0%	·	10%	16%	-3	-6%	-51%[inhibitor]	-1%
Cc1cc(S(=O)(=O)NCC(C)C)ccc1OCC(=O)NCC1CCCO1 (stereo not drawn)	6	4%	0	3%	7%	-4	21µM*	?	-9%
O=[N+]([O-])c1c(NCCCO)cc(N2CCCCCC2)c2nonc12	13	15%	1	-2%	-12%	-9	-23%	-6%	-10%
CCCCC(=O)Nc1ccc(C(=O)Nc2ccc(S(=O)(=O)Nc3nccc(C)n3)cc2)cc1	3	-8%	16	21%	11%	2	19%	-7%	14%
Cc1nn(Cc2noc(C(=O)NCC3CCCO3)n2)c(C)c1Br (stereo not drawn)	3	0%	13	0%	-2%	14	0%	-10%	9%
CCN(C(=O)CN1C(=O)CN(C)C1=O)c1cccc2ccccc12	1	11%	?	-11%	3%	3	?	4%	0%
Cc1cc(C)c2c(c1)/C(=N/NC(=S)Nc1ccc(F)cc1)CCC2	18	-1%	0	13%	9%	3	9%	3%	6%
CCOc1ccc(S(=O)(=O)N2CCC(c3ccccc3)CC2)cc1C(=O)O	20	-3%	-10	11%	-1%	-11	-1%	-5%	0%
O=C(N/N=C/c1ccc(C(F)(F)F)cc1)c1ccc(O)cc1	7	16%	?	?	0%	-4	-10%	6%	-28%
COc1ccc(-c2cc(C(F)(F)F)nc(SCCC(=O)NCc3ccccc3)n2)cc1	22	6%	-16	-16%	-18%	-13	0%	-2%	-4%
CC(=O)c1ccc(S(=O)(=O)N2CCC(c3nnc(SCCN4CCCC4)n3C)CC2)cc1	-6	7%	44	4%	5%	-1	0%	-8%	-1%
O=C(O)C1CCCCC1C(=O)Nc1ccccc1F (stereo not drawn)	-51*	1%	2	3%	2%	-8	?	6%	-9%
CCc1cc2c3c(c1)C(C)CC(C)(C)N3C(=O)C2=O (stereo not drawn)	-10	8%	2	3%	-1%	-1	?	?	-1%
O=C(Nc1ccccc1C(=O)NCCCN1CCOCC1)c1cccc([N+](=O)[O-])c1	-1	2%	-9	-13%	0%	0	·	-13%	·

One compound at a time, as listed above. Values in the order: D3 antag | GLP1R ag | IL-1B inflam inh | HT1080 IDH1KD tx | HT1080-NT tox | DRD3 agonist | KB-V1 MDR tox | SW480 rerep | KB-3-1 cytotox
Shown for CCN(CC)S(=O)(=O)c1ccc(N2CCCC2)c(NC(=O)Cc2c(F)cccc2Cl)c1 → -25 | 8% | 6 | -4% | 1% | -13 | -10% | ? | -6%
Shown for N#CC1=C(N)OC2=C(C(=O)CCC2)C1c1cccs1 (stereo not drawn) → -6 | -2% | -20 | 15% | 16% | -1 | 15% | 5% | 6%
Shown for COCCOC(=O)C1=C(C)NC2=C(C(=O)CC(C)(C)C2)C1c1ccc2c(c1)OCO2 (stereo not drawn) → -8 | 0% | -9 | 2% | 4% | 13 | -5% | -18% | 12%
Shown for N#CC(c1nc2ccccc2nc1N1CCCC1)S(=O)(=O)c1ccccc1 (stereo not drawn) → 6 | -2% | 12 | 13% | 5% | 8 | 21µM* | -4% | ?

From PubChem BioAssay

Rows are unselected. Share with any hit: about 12%.
